HSP90 inh: inhibitors of HSP90 luciferase refolding in rabbit reticulocyte lysate; actives 0.91% (n = 290,000); inhibition, % at 5.6 µM; luciferase refolding luminescence, 3 h;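 active = inhibition above the screen-wide mean plus 3 SD, computed separately per campaign, cut at about 16% in these data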;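 also: 0% = DMSO wells and 100% = 60 µM geldanamycin wells; inhibitors lower the luminescence because luciferase stays unfolded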
HSF1 inh: HSF1 inhibition | NIH3T3-HGL HSE-luciferase, MG132-induced, luminescence 8 h; hits give low values | activity change, negative = inhibition, % at 7.5 µM (by protocol) | actives 0.77% (n = 300,000) | AID 2098;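 active = more than half of replicate wells show activity change below -50%, luminescence cut by over half; inconclusive = some wells, but at most half, below -50%; inactive = no replicate well below -50%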;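 also: luciferase reports HSF-1 transcriptional activity via heat shock element; 0% = median of DMSO wells and -100% = zero luminescence signal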
HSF1 activator: increases HSF-1 driven luciferase reporter signal; AID 504408; actives 1.7% (n = 300,000); activation, % at 9 µM; NIH3T3-HGL HSF-1 luciferase reporter, MG132, 8 h; 100% = twice DMSO control signal;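 active = mean replicate activation of at least 50% with a set share of replicates each reaching 50%; inconclusive = only one of those two conditions met; inactive = mean below 50% and too few replicates reaching it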;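 also: 0% = median of the neutral control wells and 100% = twice that signal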
IEC-6 cytotox: counter-screen for KLF5 inhibitors: cytotoxicity in IEC-6 cells. IEC-6 cytotoxicity, luminescence viability. inhibition, % at 5 µM. actives 0.78% (n = 290,000); in the data active = inhibition above about 22%;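 also: 0% = plate median of test compound wells and 100% = cytotoxic reference compound wells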
HDAC3 inh: blocks human histone deacetylase 3; recombinant HDAC3, fluorogenic peptide/trypsin coupled, fluorescence; actives 0.15% (n = 320,000); inhibition, % at 8.3 µM; in the data active = inhibition above about 26%, passing the limit was not always enough; inconclusive = no clear call, values can overlap the other calls
Target sequence (O15379 whole entry, looked up): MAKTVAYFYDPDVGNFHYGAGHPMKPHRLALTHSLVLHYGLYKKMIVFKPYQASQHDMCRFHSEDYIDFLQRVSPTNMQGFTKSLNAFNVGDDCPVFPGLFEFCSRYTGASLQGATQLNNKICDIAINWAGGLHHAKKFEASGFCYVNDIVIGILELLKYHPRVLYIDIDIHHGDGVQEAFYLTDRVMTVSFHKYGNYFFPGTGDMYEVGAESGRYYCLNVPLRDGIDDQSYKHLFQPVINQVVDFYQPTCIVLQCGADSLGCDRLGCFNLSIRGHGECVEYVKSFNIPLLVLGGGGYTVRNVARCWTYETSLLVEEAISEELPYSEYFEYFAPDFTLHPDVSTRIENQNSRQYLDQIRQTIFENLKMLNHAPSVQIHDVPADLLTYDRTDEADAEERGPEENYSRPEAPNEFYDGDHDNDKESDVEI
KLF5 inh: inhibitors of KLF5 expression; DLD-1 KLF5 promoter-luciferase reporter, luminescence; inhibition, % at 5 µM; actives 0.23% (n = 290,000); AID 1700;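 active = inhibition above a per-plate limit of that plate's mean compound inhibition plus 3 SD, cut at about 60% in these data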;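 also: 0% = DMSO wells and 100% = LY294002 at 200 µM; higher means less KLF5 promoter-driven luciferase light; inactives centre near -14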
AI-2 QS mod: modulators of Vibrio harveyi AI-2 quorum sensing system; Vibrio harveyi JMH597 AI-2 luminescence/OD600 ratio, 9 h; hits give low values; strain lacks LuxN and CqsS sensors; 0 = neutral-control median; activity change, % at 7.5 µM; actives 0.4% (n = 300,000); AID 2094; in the data active = activity change below about -75%, passing the limit was not always enough; inconclusive = no clear call, values can overlap the other calls;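 also: luminescence divided by OD600 gain over 9 h not by final OD600 alone; inactives centre near 13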
Platelet DG rel: modulates dense granule release in human platelets | inhibition, %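 (compounds screened at 7.5 µM in platelet-rich plasma)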 | human platelet-rich plasma, SFLLRN dense granule ATP release, luminescence | AID 1663 | actives 0.22% (n = 300,000);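 active = mean replicate score, as percent of positive control, at or above 50; inconclusive = mean below 50 but at least one replicate at or above 50; inactive = mean and every replicate below 50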
HIF act: HIF pathway transcriptional activation | AID 1910 | actives 0.32% (n = 300,000) | activation, % at 7.5 µM (by protocol) | U2OS HRE-luciferase reporter, luminescence; normalized: DMSO 0%, desferrioxamine 100%;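 active = mean activation of at least 10% of the iron chelator positive control signal, with at least half of replicates also reaching 10%; inconclusive = mean and replicate majority disagree about reaching 10%; inactive = mean and most replicates under 10%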
aSyn 5UTR inh: MLPCN primary screen, SNCA 5' untranslated region; alpha-synuclein 5'UTR reporter, inhibitor activity; inhibition, % (tested at 7.5 µM); actives 0.82% (n = 300,000); in the data active = inhibition above about 60%; inconclusive = no clear call, values can overlap the other calls;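 also: H4 neuroglioblastoma cells stably carrying SNCA 5'UTR luciferase fusion; 0% = DMSO wells and 100% = positive control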
* hit, by the source's call; ? = inconclusive; / = not tested or not shown.

#	SMILES	HSF1 activator	AI-2 QS mod	HIF act	IEC-6 cytotox	HDAC3 inh	HSF1 inh	Platelet DG rel	HSP90 inh	aSyn 5UTR inh	KLF5 inh
1	O=C1NC2C(NC(=O)N2C2CCCCC2)N1C1CCCCC1 (stereo not drawn)	-13	15	0.3	-9	-6	-17	1	1	-3	-50
2	CCC(CC)c1nnc(NC(=O)c2cccc(S(=O)(=O)N3CCc4ccccc43)c2)s1	-2	27	-0.3	3	-7	-7	-4	-1	-1	-29
3	COc1ccc(C(=O)Nc2ccccc2C(=O)NCc2cccnc2)cc1	-3	18	0.7	-4	2	-3	13	0	-19	-11
4	O=[N+]([O-])c1cc(C(F)(F)F)ccc1N1CCN(S(=O)(=O)c2ccc3c(c2)CCCC3)CC1	11	24	0.1	-2	-5	9	-10	-5	9	-25
5	COc1c2occc2c(OC)c2c(=O)cc(C(F)(F)C(F)(F)F)oc12	3	19	-0.6	2	-1	-1	10	-1	4	11
6	COc1cc(C(=O)N/C(=C\c2cn(C)c3ccccc23)C(=O)N2CCN(C)CC2)cc(OC)c1OC	2	-5	-25	14	/	1	-12	11	2	3
7	c1ccc(Cc2noc(CN3CCCC(CN4CCOCC4)C3)n2)cc1 (stereo not drawn)	-1	13	-0.3	-5	-2	-13	1	-2	-16	-5
8	COCCCn1c(SCC(=O)OC2CCCCC2)nnc1-c1cccs1	-5	14	-0.2	3	1	2	-1	-1	-9	-18
9	Cc1nn2c(C(F)(F)F)c3c(nc2c1-c1ccccc1)CCC3	9	15	-0.2	0	2	-1	1	-3	-15	-16
10	O=C(NC1CCCCC1)Oc1ccccc1	22	2	2.0	6	1	-1	-15	10	-50	-18
11	Nc1nc2n(n1)C(c1ccco1)CC(c1ccc(Cl)cc1)N2 (stereo not drawn)	-50	8	-0.4	11	-5	-48	3	3	21	-16
12	Nc1ncnc(N2CCc3ccccc32)c1[N+](=O)[O-]	-50	8	2.0	5	6	?	9	-1	44	0
13	O=C(NCN1C(=O)C2C3C=CC(C3)C2C1=O)Nc1cccnc1 (stereo not drawn)	10	23	-0.2	-4	-2	1	0	3	0	-17
14	CCC(C)(C)NC(=O)C(OC(=O)c1ccco1)c1ccc(OC)cc1 (stereo not drawn)	1	-5	-38	-1	-5	1	-6	-5	-3	-17
15	Cc1ccc(S(=O)(=O)Nn2cnnc2)cc1	-2	4	-0.6	-2	-4	0	-5	0	12	-31
16	CCOC(=O)N1CCN(C(=O)CSc2ccc3nnc(-c4ccccn4)n3n2)CC1	-2	5	-0.8	3	-5	-3	19	0	11	-4
17	CC(=O)c1ccc(NC(=O)Nc2ccc3c(c2)N(C)C(=O)CS3)cc1	-2	8	1.5	1	?	-10	2	3	-17	-23
18	CCOC(=O)N/N=C\c1cccc(OC)c1OC/C=C/c1ccccc1	-2	22	0.5	-6	1	7	5	-6	-26	-32
19	COC(=O)CN1C(=O)COc2ccc(S(=O)(=O)N3CCCCCC3)cc21	2	15	-0.7	-2	-2	-1	5	-4	-12	-35
20	COc1ccc(C)cc1S(=O)(=O)NC(C)C(=O)NC1CC1 (stereo not drawn)	-22	4	-0.1	4	-2	-20	5	-1	3	-20
21	CCOC(=O)Cc1nnc(NC(=O)c2ccccc2OCC)s1	2	25	-0.3	4	-2	4	0	6	15	-20
22	Cc1ccc(CN2CC(C(=O)Nc3ccc(S(=O)(=O)Nc4cc(C)nc(C)n4)cc3)CC2=O)cc1 (stereo not drawn)	-9	11	-0.1	-3	1	-10	14	3	-12	-26
23	COCC(=O)N1CCCC(C(=O)c2ccc(Oc3ccccc3)cc2)C1 (stereo not drawn)	-7	37	-0.3	0	-4	-7	-4	1	-26	-18
24	Cc1cc(=O)oc2cc(NC(=O)c3ccccc3Cl)ccc12	63*	7	2.5	4	-43	21	-4	-2	-201	-117
25	O=C(CC1NCCc2ccccc21)Nc1ccc(Oc2ccccc2)cc1 (stereo not drawn)	8	21	0.1	6	6	5	0	6	13	13

An excerpt from above in order of number of heavy atoms, ascending.
#	SMILES	HSF1 activator	AI-2 QS mod	HIF act	IEC-6 cytotox	HDAC3 inh	HSF1 inh	Platelet DG rel	HSP90 inh	aSyn 5UTR inh	KLF5 inh
10	O=C(NC1CCCCC1)Oc1ccccc1	22	2	2.0	6	1	-1	-15	10	-50	-18
20	COc1ccc(C)cc1S(=O)(=O)NC(C)C(=O)NC1CC1 (stereo not drawn)	-22	4	-0.1	4	-2	-20	5	-1	3	-20
17	CC(=O)c1ccc(NC(=O)Nc2ccc3c(c2)N(C)C(=O)CS3)cc1	-2	8	1.5	1	?	-10	2	3	-17	-23
18	CCOC(=O)N/N=C\c1cccc(OC)c1OC/C=C/c1ccccc1	-2	22	0.5	-6	1	7	5	-6	-26	-32
16	CCOC(=O)N1CCN(C(=O)CSc2ccc3nnc(-c4ccccn4)n3n2)CC1	-2	5	-0.8	3	-5	-3	19	0	11	-4
4	O=[N+]([O-])c1cc(C(F)(F)F)ccc1N1CCN(S(=O)(=O)c2ccc3c(c2)CCCC3)CC1	11	24	0.1	-2	-5	9	-10	-5	9	-25
6	COc1cc(C(=O)N/C(=C\c2cn(C)c3ccccc23)C(=O)N2CCN(C)CC2)cc(OC)c1OC	2	-5	-25	14	/	1	-12	11	2	3

(list continues)
#	SMILES	HSF1 activator	AI-2 QS mod	HIF act	IEC-6 cytotox	HDAC3 inh	HSF1 inh	Platelet DG rel	HSP90 inh	aSyn 5UTR inh	KLF5 inh
26	C[C@H]1CC[C@@]2(O[C@H](CCO)C[C@H](O)[C@H]2O)O1	3	15	-1.9	/	1	-5	-3	/	26	/
27	Cc1ccc(C)c(NC(=O)c2ccccc2C(=O)c2ccccc2)c1	3	22	-0.2	-4	3	-7	2	3	-5	-11
28	Cc1ccc(N(C(C)C(=O)Nc2ccc(S(=O)(=O)N3CCOCC3)cc2)S(C)(=O)=O)cc1C (stereo not drawn)	5	8	-0.1	-13	-3	0	-1	-2	12	15
29	COc1ccc(CCN2CC(C(=O)Nc3cc(F)ccc3F)CC2=O)cc1OC (stereo not drawn)	-8	24	0.4	/	5	2	-4	/	1	/
30	CCOc1ccc2[nH]c(=O)c(CN(Cc3ccco3)C(=O)c3cccc(F)c3)cc2c1	0	9	-0.2	-2	0	4	1	-1	5	18
31	O=C(N/N=C/c1ccc([N+](=O)[O-])o1)c1cc2ccccc2o1	19	19	0.8	-12	-3	9	-4	5	66*	0
32	CC1CCN(CCCNC(=O)C2CCN(S(=O)(=O)N3CCC4(CC3)OCCO4)CC2)CC1	7	3	-0.6	-7	-1	-8	1	3	-12	14
33	CC(=O)c1c(C)nc(C)nc1NC(=O)Cc1ccccc1	1	2	0.3	2	3	-4	-4	-1	-1	25
34	COc1cc(CC(NC(C)=O)C(=O)NC2CCN(C(=O)Nc3ccccc3Cl)CC2)cc(OC)c1 (stereo not drawn)	-14	38	0.3	4	10	-3	-22	1	-17	-14
35	Cc1ccc(C2CC(=O)N(c3ccc(F)cc3)C3=C2C(=O)CCC3)cc1 (stereo not drawn)	21	25	0.1	-3	6	-7	3	-2	-17	1
36	COc1ccccc1NC(=O)c1ccccc1Oc1ccccc1	2	-2	-0.9	-3	2	2	1	0	23	-28
37	CC(=O)c1cccc(CN2CCC(CO)(Cc3ccccc3)CC2)c1	4	16	0.1	9	/	-6	2	0	11	-7
38	COc1ccc2c(-c3ccccc3)cc(=O)[nH]c2c1	-4	-4	-0.2	1	5	-3	-1	2	-14	-27
39	CN=c1scc(-c2cc(OC)ccc2OC)n1/N=C/c1c(C)[nH]c2ccccc12	1	33	-0.6	-9	-1	0	13	2	-18	-12
40	Cc1cc(Cl)ccc1OCCCC(=O)Nc1ccc(S(=O)(=O)Nc2ncccn2)cc1	10	8	0.1	-16	1	6	2	-2	15	-30
41	O=C(O)c1ccccc1Sc1ncnc2sc3c(c12)CCC3	-5	8	-0.7	-2	3	3	3	-1	8	-1
42	N#Cc1cc2sc3nnc(-c4ccncc4)n3c2cc1C#N	12	25	2.1	1	-8	5	-4	0	-31	5
43	CCC(CC)NC(=O)Cn1c(C(C)NC(C)=O)nc2ccccc21 (stereo not drawn)	/	11	/	-3	4	/	-2	1	12	-6
44	Cn1c(SCc2c(F)cccc2Cl)nc2c(c1=O)SCC2	15	17	0.1	5	-3	0	-19	-3	10	-7
45	COc1ccc(S(=O)(=O)N2CCC(C(=O)NCCc3ccccc3)CC2)cc1	6	-5	4.2	6	4	-4	-3	1	-4	20
46	C=C(C)c1cccc(C(C)(C)NC(=O)N2CCN(CC(N)=O)CC2)c1	23	9	-0.3	2	2	-4	10	0	-8	-17
47	O=C(O)C1=C[C@H](c2ccc(Br)cc2)C[C@H](OCCCCO)O1	10	12	-0.3	-1	-4	-4	0	2	-10	0
48	Cc1ccc(C(=O)NCCc2nnc3ccc(SCC(=O)N4CCCC4)nn23)cc1	-7	15	-0.6	1	-10	-3	-3	-1	7	1
49	COCCN1C(=O)N[C@@H](c2cccc(F)c2)C(C(C)=O)=C1C	-2	20	-0.3	/	2	-1	7	/	-22	/
50	O=C(N/N=C1\C/C(=N\NC(=O)c2ccncc2)c2ccccc21)c1ccncc1	18	12	0.8	8	2	10	?	-2	-56	3

Bioassay records: PubChem, several laboratories

No enrichment for hits; 5% or so of the library scored in one or more.
